Source: PubChem BioAssay
LDHA inh: qHTS assay for inhibitors of human lactate dehydrogenase | actives 0.15% (n = 480,000) | AID 1347041, 2019 | L-lactate dehydrogenase A chain (Homo sapiens), P00338 | purified LDHA, NADH/diaphorase-resazurin fluorescence; active compounds read low | activity change, % (values are at about 110 or 230 µM); in the data active = activity change below about -30%; inconclusive = mostly about -25% to -30%;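 note: plate controls were DMSO wells for no effect and wells without enzyme for full effect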
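Remaining NADH was detected by diaphorase (0.133 mg/mL) converting 37 µM resazurin to fluorescent resorufin, read at 0 and 20 minutes. The preceding 5-minute room-temperature reaction used 2 nM LDHA, 0.2 mM sodium pyruvate and 0.06 mM NADH at pH 7.4.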
* marks the source's active call; other numbers are inactive results; ? = inconclusive. The list is partial, so the mix of outcomes need not match the whole.

SMILES	LDHA inh
CCc1ccc(NC(=S)N(CC)c2ccccc2)cc1	-1
O=C(NCCc1ccccn1)c1ccc2c3c(cccc13)CC2	-4
CCCCCCCCN1C(=O)[C@H](CC(=O)NCCCOC)C[C@@]2(C(=O)OC)CCCCC=C12	3
CCN1C(=O)NC(c2c(F)cccc2Cl)C(C(=O)N2CCOCC2)=C1C (centres undefined)	10
Cc1ccc(N2C(=O)c3ccccc3NC2c2cnc3ccccc3n2)cc1 (centres undefined)	1
O=[N+]([O-])c1cccc(N/N=C/c2ccccc2Br)c1	2
COc1ccccc1NC(=O)c1cnc(Nc2ccc(C)c(Cl)c2)c2ccccc12	-4
N#Cc1nc(-c2ccc(S(=O)(=O)N3CCCCC3)cc2)oc1NCc1ccc2c(c1)OCO2	-6
O=C1c2[nH]nc(-c3ccccc3O)c2C(c2ccccc2F)N1CCCO (centres undefined)	-3
CCCOc1ccccc1NC(=O)Cc1c[nH]c2ccccc12	7
CC(C)C(=O)N1CCN(c2nc3c([nH]2)c(=O)n(C)c(=O)n3C)CC1	-3
COc1ccccc1Nc1nc(-c2cc(C)ccc2C)cs1	-4
CCC(=O)NCC1CC2c3ccccc3C1c1ccccc12 (centres undefined)	1
Cc1ccc(Cl)cc1N1CCN(C(=O)C2CCN(c3nnc(-n4c(C)ccc4C)s3)CC2)CC1	17
Cc1ccccc1Cn1c(N2CCN(CC(N)=O)CC2)nc2c1c(=O)[nH]c(=O)n2C	7
CCc1ccc2c(CN3C(=O)C(=O)N(CC(C)C)C3=O)cc(=O)oc2c1	18
CCCCN(C)C(=O)Cn1cc(C#N)c2ccccc21	4
COc1cccc(/C=C/c2nc(C#N)c(NCCN3CCOCC3)o2)c1	3
Cc1ccc(C)c(OCC(=O)Nc2ccc(S(=O)(=O)Nc3nccs3)cc2)c1C	8
COc1ccc(-c2nc(C)c(CCNC(=O)C(=O)Nc3ccc(C)cc3C)s2)cc1OC	-1
CC(OC(=O)c1cc(C2CC2)nn1-c1ccccc1)C(N)=O (centres undefined)	6
COc1ccc(OCCOC(=O)c2ccc3nccnc3c2)cc1	12
N#CC1=C(N)OC2=C(C(=O)CC(c3ccccc3)C2)C1c1ccc(Br)cc1 (centres undefined)	14
Cn1c(=O)c2c(nc(NCCCn3ccnc3)n2Cc2ccc(F)cc2)n(C)c1=O	-1

Fetched one by one from the list above (three):
SMILES	LDHA inh
Cn1c(=O)c2c(nc(NCCCn3ccnc3)n2Cc2ccc(F)cc2)n(C)c1=O	-1
CCC(=O)NCC1CC2c3ccccc3C1c1ccccc12 (centres undefined)	1
COc1ccc(-c2nc(C)c(CCNC(=O)C(=O)Nc3ccc(C)cc3C)s2)cc1OC	-1

New compounds follow:
SMILES	LDHA inh
CCOc1ccc(C(=O)C(C)n2cnc3c2c(=O)n(C)c(=O)n3C)cc1 (centres undefined)	2
COc1ccc(S(=O)(=O)N2C[C@@H](O)COC[C@@H]3O[C@H](CC(=O)NCCCN4CCOCC4)CC[C@H]32)cc1	-10
CN(C)Cc1nc(SCC(=O)Nc2ccccc2)c2ccccc2n1	-4
CCOc1ccc(OCCCCOc2cccc(Cl)c2)cc1	-2
CCCCCCCCS(=O)(=O)CCO	0
Cc1cnc2c(S(=O)(=O)N3CCN(CC(F)(F)F)CC3)cccc2c1	3
CC(Sc1nc(CN2CCOCC2)nc2ccccc12)C(=O)NC1CC1 (centres undefined)	-2
O=C1Cc2cc(-c3csc(-c4ccc(F)cc4)n3)cc3c2N1CCC3	-2
CCC(=O)Oc1ccc2c(=O)c(-c3ccc(Cl)cc3)coc2c1	1
O=C(COC(=O)CCC(=O)c1ccc(F)cc1)Nc1ccccc1-c1ccccc1	5
O=C(CCOc1cc(Cl)ccc1Cl)Nc1ccc(-n2cnnn2)cc1	-1
O=C(NCc1ccc2c(c1)OCCO2)N1CCN(S(=O)(=O)c2c(Cl)cccc2Cl)CC1	-5
Cc1ccc(OCC(O)Cn2cnc3sccc3c2=O)c(C)c1 (centres undefined)	2
CCOC(=O)C1(NC(=O)c2cc(Br)ccc2F)CCCCC1	-1
COc1ccccc1CNC(=O)c1cccc(S(=O)(=O)N2CCc3ccccc3C2)c1	-3
O=C(OCc1c(Cl)cccc1Cl)c1ccccc1Oc1ccccc1	0
NC(=O)Cc1csc(NC(=O)CCc2ncc(-c3ccccc3Cl)o2)n1	4
CCCCOCCCNC(=O)CCC(=O)NCC(CC)CCCC (centres undefined)	5
CSc1ccc(/C=C(/C#N)C(=O)Nc2cccc(Cl)c2C)cc1	4
COc1ccc(NC(=O)COc2ccc(C(C)C)cc2)c2cccnc12	11
C=CCNC(=O)CSc1cc(C)c2cc(C)cc(C)c2n1	-10
CC(NC(=O)C1CCN(C(=O)c2cccc3ccccc23)CC1)c1ccc(F)c(F)c1 (centres undefined)	4
CC(Sc1ncnc2nc[nH]c12)C(=O)NCc1ccc(Cl)c(Cl)c1 (centres undefined)	1
COc1ccc(CN(C(=O)COc2ccc(C)cc2)c2ccccn2)cc1OC	6
COc1cccc(C2CC(OCCF)=CC(=O)O2)c1 (centres undefined)	-3
O=[N+]([O-])c1ccc(-c2csc(Nc3cccc4ccccc34)n2)cc1	0
Cc1csc(CNC(=O)c2ccc(CNC(=O)c3cccs3)cc2)n1	-23
CCOC(=O)[C@]12CCC=C1N(Cc1ccc(Cl)cc1Cl)C(=O)[C@H](CC(=O)N1CCOCC1)C2	-3
C#CCNC(=O)NC(CCC)c1ccccc1 (centres undefined)	-1
Cc1cc(C)cc(-c2nnc(SCC(=O)N3CCC(C)CC3)o2)c1	-14
CC(=O)Nc1c(-c2ccccc2)c(C)nn1-c1ccc(C(=O)N2CCN(C3CCCCC3)CC2)cc1	-1
CCOc1ccccc1C(=O)Nc1nonc1-c1ccc(OC(C)C)cc1	5
CNC(=S)NNC(=O)c1ccc(F)cc1	2
CC(=O)Nc1ccc(CNC2CCC(C(F)(F)F)CC2)cc1 (centres undefined)	5
Cc1ccc2[nH]c(C(=O)NCc3ccc4c(c3)OCO4)cc2c1	-6
O=C(NCCCN1CCCC1=O)C1CCCCC1	1
Cc1sc2ncnc(N3CCOCC3)c2c1-c1ccc(F)cc1	1
Cc1ccc2c(COC(=O)c3cc(S(=O)(=O)N(C)C)ccc3NCCO)cc(=O)oc2c1	16
CCc1ccc(CNC(=O)c2c(C)oc3ncnc(N4CCCCC4)c23)cc1	7
Cc1ccc2c(c1)C(O)(CC(=O)c1ccc(F)cc1)C(=O)N2 (centres undefined)	-6
Cc1ccccc1OCc1nnc(SCc2ccc(Cl)c(Cl)c2)n1C	1
COC(=O)C1=CN(c2ccc(Oc3ccccc3)cc2)C(N)=C(C#N)C1c1ccc(-c2ccccc2)cc1 (centres undefined)	-6
CCOc1ccc(S(=O)(=O)N2CCN(C(C(=O)O)c3c[nH]c4ccccc34)CC2)cc1 (centres undefined)	3
COc1cc(-c2csc(N3CCC(C(N)=O)CC3)n2)cc(OC)c1OC	1
CCOC(=O)c1c(C)[nH]c(C(=O)Nc2cccc(S(=O)(=O)N(C)C)c2)c1C	1
COCCCn1c(SCC(=O)c2ccc(OC)cc2)nnc1-c1ccc(Cl)cc1	5
CC(C)C(C)N(C)Cc1nnc(-c2ccc(Br)o2)o1 (centres undefined)	7
CN(C)CCN1CCN(C2CN(Cc3cn(Cc4cccc(C(F)(F)F)c4)nn3)S(=O)(=O)C2)CC1 (centres undefined)	5

Among those listed so far, 12 contain an aryl methoxy group:
SMILES	LDHA inh
COc1ccccc1NC(=O)c1cnc(Nc2ccc(C)c(Cl)c2)c2ccccc12	-4
COc1ccccc1Nc1nc(-c2cc(C)ccc2C)cs1	-4
COc1cccc(/C=C/c2nc(C#N)c(NCCN3CCOCC3)o2)c1	3
COc1ccc(-c2nc(C)c(CCNC(=O)C(=O)Nc3ccc(C)cc3C)s2)cc1OC	-1
COc1ccc(OCCOC(=O)c2ccc3nccnc3c2)cc1	12
COc1ccc(S(=O)(=O)N2C[C@@H](O)COC[C@@H]3O[C@H](CC(=O)NCCCN4CCOCC4)CC[C@H]32)cc1	-10
COc1ccccc1CNC(=O)c1cccc(S(=O)(=O)N2CCc3ccccc3C2)c1	-3
COc1ccc(NC(=O)COc2ccc(C(C)C)cc2)c2cccnc12	11
COc1ccc(CN(C(=O)COc2ccc(C)cc2)c2ccccn2)cc1OC	6
COc1cccc(C2CC(OCCF)=CC(=O)O2)c1 (centres undefined)	-3
COc1cc(-c2csc(N3CCC(C(N)=O)CC3)n2)cc(OC)c1OC	1
COCCCn1c(SCC(=O)c2ccc(OC)cc2)nnc1-c1ccc(Cl)cc1	5

(list continues)
SMILES	LDHA inh
COC(=O)C(C#N)c1nc2ccccc2nc1NC1CC1 (centres undefined)	26
CC(C)COCCCN	5
COc1ccccc1-n1c(SCC(=O)N2CCCc3ccccc32)nc2c(c1=O)SCC2	-1
c1ccc(-c2cc(NC3CCCC3)nc3ccccc23)cc1	12
CCOCCOC(=O)c1nc2ccccc2nc1Nc1cccc(C)c1C	?
CCC(C)c1ccc(NC(=O)COC(=O)c2nn(C)c(=O)c3ccccc23)cc1 (centres undefined)	0
CN(C)c1ccc(C(=O)NNC(=O)c2ccccc2F)cc1	2
N#CCCNC(=O)CN1CCCC(c2nc3ccccc3o2)C1 (centres undefined)	3
CN(C(=O)Cn1c(=O)c2c(ncn2C2CCCC2)n(Cc2ccccc2)c1=O)C1CCS(=O)(=O)C1 (centres undefined)	-1
CC(OC(=O)c1ccc2ccccc2n1)C(=O)NC1(C#N)CCCCC1 (centres undefined)	3
CN(C)CC#CC(O)(c1ccccc1)C1(C)CCCC1 (centres undefined)	10
CCOc1ccccc1C1C(C(=O)OC)=C(C)NC2=C1C(=O)c1ccccc12 (centres undefined)	10
CCOc1ccc(CCN2C(=O)C(=O)N([C@@H](Cc3ccc(O)cc3)CN3CCC[C@H]3CN3C(=O)C(=O)NC[C@@H]3Cc3ccc(O)cc3)C[C@@H]2Cc2ccccc2)cc1	-9
O=C(Nc1cccc(C(F)(F)F)c1)c1cccc(NC(=O)c2cnc3ccccc3n2)c1	-2
CCOc1cc(S(=O)(=O)N2CCN(CCO)CC2)ccc1Br	-9
C=C(C)C1CC=C(C)/C(=N/NC(=S)Nc2ccc(C)cc2)C1 (centres undefined)	5
Cc1cc(Br)cn2c(Cc3cccc(Cl)c3)c(-c3ccco3)nc12	4
COc1ccc(-c2nn(C)c(=O)c3ccccc23)cc1NC(=O)c1ccc(Cl)cc1	-16
COC(=O)C1=C(C)OC(N)=C(C#N)C1c1ccc2c(c1)OCO2 (centres undefined)	-21
COc1ccc(Oc2coc3cc(OCC#N)ccc3c2=O)cc1	-4
O=C(O)c1cccc(OCc2nnnn2-c2ccc(Cl)c(Cl)c2)c1	-2
CC(=O)Nc1ccc(-c2nc(-c3ccc4c(c3)CCC4)cs2)cc1	14
CC1(C(=O)Nc2cccc3ncccc23)Cc2ccccc2C(=O)O1 (centres undefined)	6
Fc1cccc(Nc2nc(NCc3ccco3)nc3c2cnn3-c2ccccc2)c1	10
N#C/C(=C/c1ccccc1OC(F)F)C(=O)Nc1ccccc1Oc1ccccc1	-2
Cc1ccc(-n2ccn3c(CCC(=O)Nc4ccc(F)c(Cl)c4)nnc3c2=O)cc1C	7
Cc1ccc(S(=O)(=O)N2CCN(C(=O)COC(=O)c3ccc4ccccc4c3)CC2)c(C)c1	0
Cc1ccccc1NC(=S)NNC=O	-1
Cc1ccc(C(=O)COC(=O)CCCC(=O)Nc2cc(C(F)(F)F)ccc2Cl)cc1[N+](=O)[O-]	6
Cc1cccc(N2CCN(c3cc(C(=O)O)c4cc(NC(=O)c5ccccc5)ccc4n3)CC2)c1	8
O=c1oc2ccc(Cl)cc2cc1-c1csc(Nc2ccc(F)cc2F)n1	10
COc1cccc(C(=O)N2CCC[C@@H]2C(=O)N2CCC[C@H]2C(=O)NCc2ccncc2)c1	2
Cc1ccccc1CNC(=O)c1ccco1	4
O=C(C1CN(C(=O)c2cc(Cl)ccc2Cl)c2ccccc2O1)N1CCOCC1 (centres undefined)	5
Cn1c(=O)c2c(nc(N3CCN(c4ccccc4)CC3)n2Cc2ccccc2Cl)n(C)c1=O	14
CCCNCc1ccc(OCCO)cc1	7

The list goes on, overlapping the part above by 2 compounds.
SMILES	LDHA inh
Cn1c(=O)c2c(nc(N3CCN(c4ccccc4)CC3)n2Cc2ccccc2Cl)n(C)c1=O	14
CCCNCc1ccc(OCCO)cc1	7
CC(C)c1ccc(S(=O)(=O)NCC(c2cccnc2)S(=O)(=O)c2ccccc2)cc1 (centres undefined)	5
COc1ccc(-c2nnc(SCC(=O)Nc3ccccc3)[nH]c2=O)cc1	-5
CCc1nc(NCCN(C)C)c(C#N)c2c1CCCC2	1
CC(C)C(NC(=O)Cc1ccccc1)C(=O)OCc1ccc(C(N)=O)cc1 (centres undefined)	2
Cc1ccc(N(Cc2cc3ccccc3[nH]c2=O)C(=O)C(C)(C)C)cc1C	-4
CCN(CC)S(=O)(=O)c1ccc(Oc2cccc(C)c2)c(NC(=O)c2ccccn2)c1	4
O=c1c(N2CCN(Cc3ccccc3)CC2)csc2ccc(F)cc12	5
O=C(NCC(=O)N1CCN(S(=O)(=O)c2ccc3ccccc3c2)CC1)c1ccc2c(c1)OCO2	0
CC1=C(C(=O)N2CCCCC2)C(c2ccc(C)cc2)C2=C(CC(C)(C)CC2=O)N1 (centres undefined)	-4
COc1ccccc1C(=O)Nc1cnc2sc3c(n2c1=O)CCCC3	9
Cc1ccc(-c2cc(C(=O)O)c3ccccc3n2)cc1	3
CN(c1ccccc1)S(=O)(=O)c1c(-c2cccc(F)c2)csc1C(=O)NCc1ccccc1	-4
CN(Cc1nc2ccsc2c(=O)[nH]1)C(=O)COc1cccc(F)c1	22
Cc1nnc(N2CCN(C(=O)Nc3ccccc3)CC2)c2nn(-c3ccc(Cl)cc3)c(C)c12	-6
Cc1ccc(SCC(=O)c2ccc3c(c2)OCCO3)c(C)c1	7
CCCNC(=O)CSc1nc(-c2ccccc2)[nH]c1S(=O)(=O)c1ccccc1	0
Cc1nc2ccc(Cl)cc2cc1C(=O)NCCOc1ccc(F)cc1	-11
COCCCNC(=O)/C(C#N)=C/c1c(C)[nH]c2ccccc12	5
